Screening results as filed in PubChem.
EPAC2 antagonist: blocks human EPAC2 exchange factor; Potency, µM (doses to about 114 µM), without a hit: at the highest dose activity, negative = inhibition, most hits filed as inhibitors; EPAC2 GEF exchange of Rap1B-BODIPY-GDP, fluorescence; AID 720708; actives 0.18% (n = 360,000); Q8WZA2; also: % is scaled to controls: 0 for no effect and ±100 for the full control effect; nearly all actives have a fitted effect of over 45% in size; many of its hits are not listed in these tables
aSyn yeast inh: inhibitors of alpha-synuclein toxicity in yeast; actives 0.14% (n = 370,000); Potency, µM (titrated, usually from 46.1 µM), for inactives: top-dose growth rescue (activation), most hits filed as activators; AID 652106; Yeast expressing alpha-synuclein, growth rescue, BacTiter-Glo, 24 h; also: % of control where 0% means no effect; nearly all actives have a fitted effect of over 65% in size
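Screening used galactose-induced yeast with toxic alpha-synuclein levels, exposed to compound for 24 hr at 30 deg C. Cell growth, read with BacTiter-Glo luminescence, gave the measured signal.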
EPAC1 ag: agonists of human EPAC1; Potency, µM (titrated, usually from 154 µM), for inactives: at the highest dose activation, most hits filed as activators; EPAC1 agonist qHTS, biochemical assay; response scale: 100% = response to 6.5 mM cAMP; O95398; actives 0.073% (n = 360,000); also: nearly all actives have a fitted effect of over 60% in size
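EPAC1 100 nM, Rap1B–BODIPY-GDP 250 nM, unlabeled GDP 50 uM; compound titration; 5 min RT; kinetic read ex480/em540 at 5-min intervals ×30 min; data normalized to 6.5 mM cAMP agonist control.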
PTHR1 agonist: PTHR1 (human) receptor agonism; Potency, µM (top dose mostly 115 µM), inactives show top-dose activation, usual class: activators; Q03431; actives 0.075% (n = 410,000); HEK293 GP2 PTHR1 cells, GloSensor cAMP luminescence, 1 h; also: nearly all actives have a fitted effect of over 55% in size; some results filed as inactive show a strong effect at the top dose; inactives centre near -15; many of its hits are not listed in these tables
Target sequence (Q03431 whole entry, looked up): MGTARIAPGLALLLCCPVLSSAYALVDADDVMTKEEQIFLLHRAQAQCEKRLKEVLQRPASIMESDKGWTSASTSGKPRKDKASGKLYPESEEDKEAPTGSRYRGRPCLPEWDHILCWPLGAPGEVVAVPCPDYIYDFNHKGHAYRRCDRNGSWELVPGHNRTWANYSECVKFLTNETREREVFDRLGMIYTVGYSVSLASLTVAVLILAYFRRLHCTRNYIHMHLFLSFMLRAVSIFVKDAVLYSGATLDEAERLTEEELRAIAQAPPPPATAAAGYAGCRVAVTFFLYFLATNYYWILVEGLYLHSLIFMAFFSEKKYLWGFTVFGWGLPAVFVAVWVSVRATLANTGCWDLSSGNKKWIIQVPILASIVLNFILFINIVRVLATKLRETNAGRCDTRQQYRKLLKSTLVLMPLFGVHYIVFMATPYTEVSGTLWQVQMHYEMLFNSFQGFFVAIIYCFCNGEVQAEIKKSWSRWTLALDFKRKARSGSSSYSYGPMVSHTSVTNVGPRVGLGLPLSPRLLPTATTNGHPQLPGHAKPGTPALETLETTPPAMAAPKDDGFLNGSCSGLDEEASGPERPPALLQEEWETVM
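HEK-293-derived GP2 cells expressing PTHR1 and a GloSensor cAMP reporter, 3,000/well, plated overnight, given luciferin plus IBMX (each 0.5 mM as added) for 1 h at 37 °C, then compound for 1 h at 37 °C. Luminescence was read after 15 min at room temperature.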
EPAC2 agonist: activates human EPAC2 exchange factor; Q8WZA2; EPAC2 activation, biochemical qHTS; response scale: 100% = 6.5 mM cAMP response; Potency, µM (highest dose often 154 µM), for inactives: top-dose activation, hits mostly activators; actives 0.079% (n = 360,000); AID 720711; also: nearly all actives have a fitted effect of over 50% in size
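Setup: EPAC2 100 nM, labeled Rap1B complex 250 nM, free GDP 50 uM. Compound titrations pinned in, brief spin, 5 min room temperature incubation. Kinetic fluorescence read over 30 min, normalized to 6.5 mM cAMP.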
TDP-43 yeast inh: TDP-43 toxicity inhibition in yeast. TDP-43 expressing yeast growth rescue, BacTiter-Glo, 24 h. Potency, µM (highest dose often 46.1 µM), for inactives: at the top dose growth rescue (activation), hits mostly activators. AID 652104. actives 1.8% (n = 410,000); also: % of control where 0% means no effect; nearly all actives have a fitted effect of over 50% in size
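In this qHTS, compounds that restore growth of yeast expressing TDP-43 appear as activators. Cells (OD600=0.02, galactose medium, raffinose-pregrown) are incubated with compound 24 hr at 30 deg C and growth is quantified by BacTiter-Glo.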
EPAC1 antagonist: antagonists of human EPAC1; EPAC1 GEF assay, Rap1b-BODIPY-GDP exchange fluorescence; Potency, µM (top dose mostly 115 µM), inactives show at the highest dose activity change, negative = inhibition, usual class: inhibitors; actives 0.14% (n = 360,000); AID 720709;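 also: plate controls were vehicle for no effect and positive control for full effect; nearly all actives have a fitted effect of over 50% in size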
FUS suppressor: suppressors of FUS proteinopathy in yeast | S. cerevisiae FUS-expressing, growth rescue, OD600, 24 h | Potency, µM (titrated, usually from 76.6 µM), for inactives: at the highest dose growth rescue (activation), hits mostly activators | actives 0.24% (n = 390,000) | AID 1347120;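 also: plate controls were DMSO vehicle for no effect and reference control for full effect; nearly all actives have a fitted effect of over 55% in size; some results filed as inactive show a strong effect at the top dose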
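FUS-expressing yeast, raffinose-pregrown, induced in 2% galactose minimal medium at OD 0.005; compounds in a dilution series, 24hr at 30C. Growth restoration read as absorbance at 600 nm. CP55940 positive control, DMSO negative.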
Active calls of the source: *; i = inactive; ? = inconclusive; nt = not tested or not shown; [ ] = remark or other dose. Calls follow the shape of the dose curve; as a rule, active = well fitted curve in the direction sought with a large enough effect; inconclusive = small, poorly fitted or top-dose-only effect, or another doubt; inactive = no such curve, though single readings can be large; an effect the other way counts as inactive or inconclusive. Potency is read from the fitted curve at half-maximal effect.

SMILES	EPAC2 antagonist	aSyn yeast inh	EPAC1 ag	PTHR1 agonist	EPAC2 agonist	TDP-43 yeast inh	EPAC1 antagonist	FUS suppressor
N#Cc1nc(-c2ccccc2Cl)oc1NCc1ccco1	1.3%	-7.4%	9.0%	-7.1%	10.2%	?	9.0%	10.7%
COc1ccccc1NS(=O)(=O)c1cccc(NC(=O)c2nc3nc(C)cc(C)n3n2)c1	15.4%	-2.0%	0.7%	-6.0%	6.6%	-15.9%	-8.3%	14.3%
O=C(COc1ccc2ccccc2c1)NNC(=O)Nc1ccccc1F	2.6%	-18.9%	-16.2%	-31.7%[inhibitor]	15.5%	-13.2%	4.0%	36.8%
O=C(CSc1nnc(COc2cccc3ccccc23)o1)N1c2ccccc2CCc2ccccc21	-3.0%	12.3%	10.1%	i	7.0%	1.1%	?	?
CC(C)(C)OC(=O)NCC(=O)Oc1cc2oc(=O)cc(-c3ccccc3)c2cc1Cl	9.2%	1.2%	-5.0%	i	3.8%	?	-19.4%	nt
Cc1ccc(NC(=O)C2CC(=O)N(C(C)C)C2)cc1C (configuration not stated)	16.6%	-4.8%	0.6%	23.8%	2.2%	0.0%	-4.1%	12.5%
CCc1ccc(N(C(=O)c2csnn2)C(C(=O)NC2CCCCC2)c2cccnc2)cc1 (configuration not stated)	11.4%	3.3%	-11.3%	-37.1%[inhibitor]	-7.1%	0.0%	7.3%	-12.2%
CCOc1ccc(C(CC(=O)O)NC(=O)COc2ccccc2OC)cc1OC (configuration not stated)	3.3%	-6.4%	-4.4%	-2.3%	7.7%	16.6%	-25.7%	4.5%
Cc1ccc(C(=O)c2cc3ccccc3o2)cc1[N+](=O)[O-]	-0.6%	-5.2%	0.0%	-28.3%	6.1%	-19.2%	-20.6%	-3.3%
FC(F)(F)c1cccc(NC(=S)N2CCN(c3cccc(C(F)(F)F)c3)CC2)c1	-3.3%	-0.8%	-10.2%	-5.4%[57.5 µM]	3.1%	9.3%	-20.2%	18.5%
CC1CN(C(=O)c2ccccc2)c2ccccc2NC1=O (configuration not stated)	9.4%	1.4%	-2.0%	i	-2.9%	6.2%	-3.9%	nt
CSc1nnc(CCCCCCCCc2nnc(SC)o2)o1	3.2%	-2.5%	2.4%	i	0.6%	18.1%	-10.9%	-0.8%
COc1ccccc1C(=O)NC(=S)Nc1ccc(N2CCN(C(=O)c3ccco3)CC2)cc1	14.9%	-2.9%	1.8%	-21.3%	5.4%	25.7%	16.8%	3.0%
O=C(NCc1ccc(Cl)cc1)c1noc2c1CCCCC2	-9.4%	12.7%	7.0%	i	21.6%	-34.2%[inhibitor]	-20.3%	24.5%
O=C(N/N=C/C=C\c1ccccc1)c1cnccn1	8.2%	-3.9%	-4.6%	i	7.3%	-14.0%[0.397 µM]	6.9%	26.2%
Cn1nc(C(F)(F)F)c(/C=N/OC(=O)c2ccccc2)c1Cl	0.2%	-0.1%	-4.1%	-2.2%[57.5 µM]	-4.4%	-10.0%	9.4%	18.9%
Fc1ccccc1/C=N/n1c(-c2cccnc2)n[nH]c1=S	11.9%	-0.1%	-7.2%	i	4.1%	-14.8%	-18.4%	11.4%
CCCCCCCCNCCS(=O)(=O)NCc1ccccc1	12.7%	-7.8%	-24.6%	-31.6%[inhibitor]	3.4%	-4.2%	-5.4%	15.6%
COc1cc(NC(=O)c2ccc(C)cc2)c(OC)cc1NC(=O)CN1CCCCC1	-0.9%	-7.8%	4.6%	0.9%	26.4%	-20.0%	-23.3%	41.3%
COc1ccccc1C(=O)C1CCCN(C(=O)CN2CCCCC2=O)C1 (configuration not stated)	1.1%	-0.1%	-1.3%	-2.1%	3.2%	-11.4%	17.2%	-1.0%
CC(C)CCC(O)(c1ccccc1)C(CN1CCOCC1)c1ccccc1 (configuration not stated)	-25.7%	2.3%	2.0%	-23.1%	12.8%	17.2%	-28.5%	21.6%
c1ccc(CNC2CC3CCC2C3)cc1 (configuration not stated)	1.2%	-0.7%	16.1%	i	15.0%	-4.7%	0.6%	-13.3%
Cc1ccccc1C(=O)N[C@H](C(=O)OCC(=O)c1ccc[nH]1)C(C)C	4.0%	2.6%	-0.3%	i	-0.9%	9.8%	-8.2%	-14.6%
CCn1c(SCC(=O)NNC(=O)c2ccc(OC)cc2)nnc1-c1ccco1	-5.5%	3.3%	13.7%	i	3.7%	-9.0%	-18.5%	13.7%
COc1ccc(CNC(=O)c2sccc2C)cc1	-3.8%	5.3%	4.5%	i	4.1%	19.6%	10.0%	7.8%
O=C(N/N=C\c1ccccn1)c1ccccc1O	2.2%	-6.3%	2.7%	-36.9%[inhibitor]	14.3%	-18.0%	0.5%	15.4%
COC(=O)C(CSCc1ccccc1)NC(=O)CSc1nc(C)cc(=O)[nH]1 (configuration not stated)	-3.4%	-5.4%	8.3%	-7.6%	18.2%	-2.5%	?	16.1%
COC(=O)c1ccc(CSc2nc3c(cnn3-c3ccc(F)cc3)c(=O)[nH]2)o1	-1.4%	25.4%	0.3%	-10.7%[57.5 µM]	-3.8%	-6.3%	-6.4%	21.8%
Cc1ccc(S(=O)(=O)N(CC(O)CN2CCCCC2)c2ccccc2)cc1 (configuration not stated)	-20.7%	6.9%	-13.2%	2.9%	-1.3%	10.8%	-5.9%	4.0%
COc1ccc(C(=O)NC(=S)Nc2ccc(S(=O)(=O)Nc3cc(OC)nc(OC)n3)cc2)cc1	-1.9%	3.0%	-1.2%	i	4.5%	-14.2%	-0.9%	19.0%
O=C(Cn1nc(-c2ccc(Cl)cc2)ccc1=O)NCCCN1CCN(Cc2ccccc2)CC1	13.6%	-2.8%	3.8%	i	-0.2%	3.5%	27.2%	16.3%
O=Cc1cnc2ccccc2c1-c1ccccc1	-17.1%	0.2%	-10.7%	-16.1%	2.5%	-19.1%[1.82 µM]	-11.8%	3.1%
CCOC(=O)c1c(-c2ccccc2)csc1NC(=O)CSc1nc(N)cc(N)n1	-18.9%	4.2%	16.5%	-34.7%	0.2%	21.4%	-18.7%	nt
Cc1nn(-c2ccccc2)c(Cl)c1C(=O)OCC(=O)N(C)c1c(N)n(Cc2ccccc2)c(=O)[nH]c1=O	16.4%	-1.7%	-7.5%	i	1.8%	-12.4%	14.2%	15.2%
COc1cccc(C(=O)Nc2cccc(OC(C)=O)c2)c1	-5.6%	-10.9%	12.2%	i	15.0%	-8.6%	-17.3%	-7.8%
CC(C)CC1(C)NC(=O)N(CC(=O)Nc2ccc3c(c2)OCCO3)C1=O (configuration not stated)	-7.5%	-1.3%	-4.2%	i	5.4%	-12.0%	-1.1%	nt
CCOc1ccc(C(=O)C(C)OC(=O)c2cnc(C)cn2)cc1 (configuration not stated)	0.4%	-4.3%	9.1%	i	0.1%	-7.4%	8.1%	-8.9%
S=C(Nc1ccccc1)Nn1cnnc1	5.2%	-11.4%	-1.4%	-17.2%	7.5%	20.0%	-4.0%	nt
COc1ccccc1CNC(=O)c1cc(-c2cc(F)ccc2OC(C)C)n[nH]1	5.6%	15.3%	-4.3%	-3.4%	8.4%	25.1µM*	-10.1%	15.8%
CC(=O)c1ccc2c3c(cccc13)C(=O)N(c1c(C)nn(C)c1C)C2=O	-0.5%	-0.9%	12.4%	-1.7%	2.4%	4.1%	0.3%	-4.2%
CC(C)C(=O)Nc1c2c(nn1-c1ccc([N+](=O)[O-])cc1)CS(=O)(=O)C2	-6.8%	-5.3%	3.5%	-13.1%	15.3%	-14.5%	-9.4%	7.9%
Cc1ccc(C(=O)OCC(=O)N2C(C)CCCC2C)cc1S(=O)(=O)N1CCOCC1 (configuration not stated)	-7.4%	-0.1%	-1.6%	-11.9%	0.4%	0.0%	-17.8%	13.7%
Cc1ccccc1C1NC(=O)Cc2ccccc21 (configuration not stated)	21.8%[57.1 µM]	7.7%	-0.3%	i	-4.4%	4.0%	-6.9%	4.1%
Cc1ccc(C)c2[nH]c(=O)c(C(c3nnnn3C(C)(C)C)N3CC=C(c4ccc(F)cc4)CC3)cc12 (configuration not stated)	2.2%	15.1%	3.1%	-19.4%	-0.3%	0.5%	-0.6%	nt
Cc1ccc(C(=O)CN(CCC(=O)O)C(=O)c2ccncc2)cc1	7.0%	2.5%	2.9%	i	6.9%	10.9%	2.0%	-23.9%
O=C(Nc1ccc2c(c1)oc1ccccc12)c1ccncc1	0.3%	nt	-5.0%	i	6.0%	21.3%	-3.6%	-1.8%
Cc1cc(NC(=O)CC#N)n(-c2ccccc2)n1	8.6%	-4.1%	10.1%	?	13.3%	4.6%	-6.1%	-21.7%
CC(C)Nc1ncnc2c1ncn2[C@H]1CN(C2CCCC2)C[C@@H](CO)O1	6.3%	-2.7%	-3.4%	-24.6%	8.6%	20.0%	-2.9%	-22.1%

Four entries drawn at random from those above:
SMILES	EPAC2 antagonist	aSyn yeast inh	EPAC1 ag	PTHR1 agonist	EPAC2 agonist	TDP-43 yeast inh	EPAC1 antagonist	FUS suppressor
Cc1ccc(C(=O)OCC(=O)N2C(C)CCCC2C)cc1S(=O)(=O)N1CCOCC1 (configuration not stated)	-7.4%	-0.1%	-1.6%	-11.9%	0.4%	0.0%	-17.8%	13.7%
CC(=O)c1ccc2c3c(cccc13)C(=O)N(c1c(C)nn(C)c1C)C2=O	-0.5%	-0.9%	12.4%	-1.7%	2.4%	4.1%	0.3%	-4.2%
Cc1cc(NC(=O)CC#N)n(-c2ccccc2)n1	8.6%	-4.1%	10.1%	?	13.3%	4.6%	-6.1%	-21.7%
Cc1ccccc1C1NC(=O)Cc2ccccc21 (configuration not stated)	21.8%[57.1 µM]	7.7%	-0.3%	i	-4.4%	4.0%	-6.9%	4.1%

Following part.
SMILES	EPAC2 antagonist	aSyn yeast inh	EPAC1 ag	PTHR1 agonist	EPAC2 agonist	TDP-43 yeast inh	EPAC1 antagonist	FUS suppressor
CNC(=O)c1c(O)c2cccc3c2n(c1=O)CCC3	-4.1%	7.4%	-2.2%	i	8.9%	-30.7%[inhibitor]	-9.4%	-2.4%
Cc1ccc2nc(-c3ccc(NC(=O)COC(=O)c4cncc(Br)c4)cc3)sc2c1	4.9%	1.4%	3.3%	-29.6%	1.5%	33.1%	-5.5%	11.3%
CCOc1cc(S(=O)(=O)NC2CCCCCC2)ccc1F	-4.3%	12.6%	-0.4%	-16.2%	-3.1%	?	-3.1%	12.7%
COc1ccc(CNC(=O)CS(=O)Cc2nc(-c3ccc(C)cc3)oc2C)cc1 (configuration not stated)	-12.2%	10.4%	-14.8%	-36.3%[inhibitor]	-9.4%	11.3%	0.4%	12.7%
CCN(CCn1cccn1)Cc1cn[nH]c1-c1ccc(-c2ccccc2)cc1	-21.8%	4.5%	3.6%	i	5.4%	15.7%	-2.2%	13.5%
O=C1CCCN1CCCNc1nc(NCc2ccccc2)nc2ccsc12	6.3%	2.6%	4.1%	-37.6%[inhibitor]	5.1%	16.6%	-2.9%	-17.2%

A portion of the library; rates above refer to the full screens.
